Screening data deposited in PubChem BioAssay by Columbia University Molecular Screening Center.
mHtt clearance – mutant huntingtin protein clearance | inhibition, % at 1.5 µM | AID 853 | HeLa Exon1htt(103Q)mCFP, aggregate imaging; zero = plate's median compound well | actives 0.42% (n = 47,000);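 active = inhibition of aggregate fluorescence above about 70%, also judged a hit by eye on the cell image, limit read from the data, passing the limit was not always enough; inconclusive = no rule stated for this call; inactive = not judged a hit on image review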;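 also: cells exposed to compound for three days before fixation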
mHtt clearance grain fraction – also measured in mHtt clearance; calls as there; fraction fluorescence in grains; measured here: aggregate grain fluorescence fraction; hits give low values;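 scaled fraction of total cell fluorescence in grains with unit not stated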
The depositor's hits bear a star; u = inconclusive; x = not tested or not shown. This is a subset; the hit share may differ from the screen's.

SMILES | mHtt clearance | mHtt clearance grain fraction
O=C(Nc1ccccc1)Nc1cccc(Cl)c1 | 10 | 21
c1cnc2c(OCc3nc4ccccc4[nH]3)cccc2c1 | -17 | 20
CC(C)CNS(=O)(=O)c1ccc(CCC(=O)NCC2CCCO2)cc1 (centres undefined) | 68 | 6.7
CCOC(=O)C1=C(CNC2CCCCC2)NC(=O)NC1c1cc(C)ccc1C (centres undefined) | 58 | 16
O=C1Nc2ccccc2C12OCC(COc1ccc(Cl)cc1)O2 (centres undefined) | 6 | 19
Cc1occc1C(=O)N/N=C/c1cccnc1 | 12 | 34
CCOc1cc(-c2cn(S(=O)(=O)c3cccc4nsnc34)nc2N)cc(OCC)c1OCC | 41 | 18
Cc1cc(NC(=O)c2ccc(COc3ccc(Cl)c(C)c3)o2)no1 | -22 | 25
COc1ccc(CCNC(=O)c2ccco2)cc1 | -1 | 34
Cn1c(=O)c2c(SCc3cccnc3)nc(C3CC3)nc2n(C)c1=O | -29 | 67
Cc1nn(CC(=O)N2CCOCC2)c(=O)c2ccccc12 | 51 | 19
O=C1CC(c2ccc3c(c2)OCO3)c2cc3c(cc2N1)OCCO3 (centres undefined) | -15 | 22
O=C(NCC1CCCO1)C1c2ccccc2C(=O)N1C1CCCCCC1 (centres undefined) | -62 | 61
CCc1nc(C)cn1S(=O)(=O)c1cc(Cl)c(OC)cc1Cl | -195 | 106
CCN(CC)S(=O)(=O)c1cccc(NC(=O)c2cc3ccccc3o2)c1 | 60 | 17
COc1cccc(N2CCN(Cc3nc(N)nc(N4CCCc5ccccc54)n3)CC2)c1 | 23 | 16
C=CCOc1ccc(/C(O)=C2/C(=O)C(=O)N(CCCn3ccnc3)C2c2cccs2)cc1 (centres undefined) | 19 | 31
CC(C(=O)OCC(=O)Nc1ncc(Cl)cc1Cl)N1C(=O)c2ccccc2C1=O (centres undefined) | 65 | 7.4
O=S(=O)(NCCO)c1cccc2cccnc12 | -12 | 46
CC(=O)Nc1ccc(NS(=O)(=O)c2ccc3ccccc3c2)cc1 | -24 | 38
O=C(Nc1ncc2c(n1)-c1ccccc1CC2)c1ccccc1 | -10 | 41
CCCCOC(=S)NC(=O)c1sc2ccccc2c1Cl | 13 | 18
O=C(COC(=O)c1cc(-c2cccs2)nc2ccccc12)NCc1ccco1 | -70 | 59
O=c1oc(-c2ccccc2)nc2c1cnn2-c1ccccc1 | 7 | 16
Cc1cc(C(=O)NC(C)c2ccc3c(c2)OCO3)cs1 (centres undefined) | 15 | 17
The results go on:
SMILES | mHtt clearance | mHtt clearance grain fraction
CCCOc1ccc(/C=C/C(=O)Nc2ccc([N+](=O)[O-])cc2C)cc1 | -32 | 40
O=C(CSc1ncnc2c1nnn2-c1ccc(F)cc1)N1CCN(c2ccccc2)CC1 | 28 | 15
COc1ccc(-c2cc(C(=O)N3CCCc4ccccc43)no2)cc1 | 14 | 17
Cn1cccc1C(C(=O)NC1CCCCC1)N(C(=O)Cc1cccs1)C1CC1 (centres undefined) | -28 | 42
COc1ccc(OC)c(Nc2nc(N)nc(-c3cc4ccccc4o3)n2)c1 | 20 | 16
CCOC(=O)N1CCN(c2c(N3CCN(c4ccc(OC)cc4)CC3)c(=O)c2=O)CC1 | -2 | 46
N#CCCCCn1c(-c2cncs2)nc2ccccc21 | -8 | 37
O=C(CSc1nc2scc(-c3ccco3)c2c(=O)n1-c1ccccc1)N1CCOCC1 | -50 | 27
Cc1ccc(C2CC(C(F)(F)F)n3nc(C(=O)NCC4CCCO4)cc3N2)cc1 (centres undefined) | 29 | 14
COc1ccc(CC(=O)c2ccc(O)cc2O)cc1OC | 18 | 29
O=C(CC(Nc1ccc(Cl)cc1)C(=O)O)c1ccccc1 (centres undefined) | 29 | 13
Cn1c(=O)oc2cc(S(=O)(=O)N3CCN(c4ccc(F)cc4)CC3)ccc21 | -18 | 50
O=C(NCc1ccco1)C1CCN(C(=O)Cc2ccccc2)CC1 | -6 | 22
COc1ccc(N2CCCCn3c2nc2c3c(=O)n(C)c(=O)n2C)cc1 | -96 | 59
CSc1cc(C)nc(N(C)C(C)=O)n1 | -8 | 37
CCN1CCN(CCn2c(=S)[nH]c3cc4c(cc3c2=O)OCO4)CC1 | -8 | 21
Cc1oc(-c2cccc(Cl)c2)nc1CN1CCCC(C(=O)NCCCN2CCOCC2)C1 (centres undefined) | 29 | 26
CCCCC(=O)Nc1ccc(NC(=O)CCCC)nc1 | 15 | 37
CCC(=O)Nc1cc(=O)[nH]c2ncnn12 | 8 | 40
CCOc1ccc2nc(NS(=O)(=O)c3ccc4c(c3)n(C)c(=O)n4C)sc2c1 | 13 | 16
Cc1cc(C)c2c(CC(=O)O)coc2c1 | -26 | 46
O=C(Cn1nc(-c2ccc(Cl)cc2)ccc1=O)NCCN1CCOCC1 | -16 | 58
CCC(=O)c1ccc(OC(=O)c2cccs2)cc1 | 16 | 16
Cc1nn(Cc2ccccc2)c(C)c1C(=O)OCC(=O)c1cc(C)n(C2CC2)c1C | 21 | 17
Cn1c(=O)c2c(nc(NCc3ccco3)n2Cc2ccc(Cl)cc2Cl)n(C)c1=O | -22 | 44
Going on with the list.
SMILES | mHtt clearance | mHtt clearance grain fraction
COc1ccc(C2OC34CCCCC3C(C#N)(C#N)C2(C#N)C(=N)O4)cc1 (centres undefined) | 9 | 38
Nc1cc(N)c(OCC(F)(F)F)cc1OCC(F)(F)F | 34 | 13
C=CCn1c(CCNC(=O)c2cccs2)nnc1SCC(=O)c1ccc(Br)cc1 | -12 | 26
CCn1c(SCC(=O)NCc2cccs2)nnc1-c1ccncc1 | -27 | 27
CC(C)Cn1c(-c2ccccc2)nc2ccccc2c1=O | 13 | 33
O=C(CCS(=O)(=O)c1ccc(Br)s1)N1CCc2ccccc21 | 63 | 15
Cc1ccc(N(C(C)C(=O)Nc2ccc3c(c2)OCO3)S(C)(=O)=O)cc1 (centres undefined) | 10 | 18
CCOC(=O)c1ccc(CS(=O)c2ccc(Cl)cc2)o1 (centres undefined) | 6 | 38
CCOC(=O)C1(Nc2nccs2)Sc2ccccc2NC1=O (centres undefined) | 17 | 29
O=C1Nc2cc(Cl)c(Cl)cc2N(O)N1c1ccc(Cl)c(Cl)c1 | -3 | 37
OC1CCCN(c2c3c(nc4cc(-c5cccc(Cl)c5)nn24)CCC3)C1 (centres undefined) | 30 | 13
Cc1ccc(N2C(=O)c3ccccc3C2Nc2cccnc2)nc1 (centres undefined) | 26 | 23
COc1ccc(NC(=O)Nc2ncn(Cc3cccc(C(F)(F)F)c3)n2)cc1OC | 34 | 12
CCOc1ccc(N2CC(C(=O)NCc3ccc(F)cc3)CC2=O)cc1 (centres undefined) | 11 | 39
Cc1cc(C)cc(-n2c(=O)c3sccc3n(CC(=O)NCc3ccco3)c2=O)c1 | -40 | 27
CCC(C)NC(=O)c1cnn2c1NC(c1ccc3c(c1)OCO3)CC2C(F)(F)F (centres undefined) | -33 | 49
O=C(Nc1ccc2oc(-c3ccccc3)nc2c1)c1ccc2c(c1)OCCO2 | -13 | 38
Cc1ccc2[nH]c(=O)c(CN(CC3CCCO3)C(=O)c3ccncc3)cc2c1 (centres undefined) | -25 | 22
OC(CNCC1COc2ccccc2O1)COCc1cccs1 (centres undefined) | -28 | 25
CC(=O)C1=C(O)C(=O)N(c2ccc(C)cc2)C1c1ccccn1 (centres undefined) | -106 | 37
COc1ccc(-c2nsc3c(N4CCCC4)ncnc23)cc1 | -6 | 23
Cc1ccc(SCc2c(-c3ccccc3)nn(C)c2Cl)cc1 | -22 | 26
CCCc1nnc(SCCSc2nnc(CCC)n2N)n1N | 3 | 19
c1nnn(C23CC4CC(CC(C4)C2)C3)n1 | -14 | 24
O=C(c1ccc(CN2CCOCC2)cc1)N1CCN(c2ccccc2F)CC1 | -5 | 25
Additional records
SMILES | mHtt clearance | mHtt clearance grain fraction
COc1cc(C=O)ccc1OCCOCCOc1cc(C)ccc1Cl | 12 | 27
CCOC(=O)N1CCN(C(=O)CN(c2ccc(Cl)c(C(F)(F)F)c2)S(C)(=O)=O)CC1 | -20 | 53
COc1ccccc1CNC(=O)CN1C(=O)C(C)N(c2ccc(C)cc2)C1=O (centres undefined) | 4 | 40
COCCNC(=O)C1CCCN(c2ncccn2)C1 (centres undefined) | 26 | 15
COc1ccccc1N1CCN(CC(O)COc2c(OC)cccc2OC)CC1 (centres undefined) | -26 | 50
O=C(Nc1ccc(N2CCOCC2)c(Cl)c1)c1ccc(Br)o1 | 18 | 15
COc1ccc(-n2c(N)c(C(=O)NCc3ccco3)c3nc4ccccc4nc32)c(OC)c1 | -11 | 18
CN(CC(=O)NC1CCCCCC1)S(=O)(=O)c1ccccc1 | 17 | 15
COCCCN1C(=O)C(=O)/C(=C(/O)c2ccc(OC(C)C)cc2)C1c1ccc(O)c(OC)c1 (centres undefined) | -5 | 36
CCOc1ccccc1N1CCN(Cc2cccc(OC)c2OC)CC1 | 51 | 8.6
CCc1ccc(/C=N/NC(=S)NCCc2ccccc2)cc1 | 3 | 37
CCN(CC)C(=O)C1=C(C)Nc2nc3ccccc3n2C1c1cccc(OC)c1 (centres undefined) | -13 | 22
CCCn1c(NCc2ccccn2)nc2ccccc21 | 32 | 14
Cc1ccc2c(Cl)cc(Cl)c(OCc3c(C)noc3C)c2n1 | -26 | 20
CS(=O)(=O)N1CCN(C(=O)c2c(F)cccc2F)CC1 | -56 | 29
CCSCc1nnc(SCC(=O)Nc2nc3ccccc3s2)n1C | 24 | 13
CCOC(=O)N1CCN(C(=O)c2ccccc2N(C)S(C)(=O)=O)CC1 | 5 | 18
CCN(CC)CCCN1C(=O)C(O)=C(C(=O)c2sc(C)nc2C)C1c1ccco1 (centres undefined) | 7 | 34
Clc1ccc(/C=N/Nc2nn[nH]n2)cc1 | 36 | 12
NC(N)=N/N=C/c1ccc(OCc2ccccc2)cc1 | 35 | 20
Cc1ccc(N=Cc2ccc(O)cc2O)cc1F | -60 | 34
CC1(C)CC(=O)C=C(Nc2ccc(C(=O)O)cc2)C1 | -33 | 27
Cc1ccc(CNC(=O)c2csc3c2CCCCC3)cc1 | -3 | 22
Cc1cc2c(N3CCCCC3C)ncnc2s1 (centres undefined) | 53 | 17
COc1ccccc1-c1nnc(SCC(=O)Nc2c(Cl)cccc2Cl)o1 | -13 | 43
Following part.
SMILES | mHtt clearance | mHtt clearance grain fraction
CC(=C/c1ccco1)/C=N/N1CCN(c2ccccc2)CC1 | 14 | 35
COc1ccc2cc3cc(C(=O)Nc4ccccc4N4CCN(C)CC4)oc3nc2c1 | -79 | 37
CCN(CC)CCNC(=O)C1c2cc(OC)c(OC)cc2C(=O)N2CCc3ccccc3C12 (centres undefined) | 28 | 26
O=C(NC1CCCC1)C1CCN(c2nccs2)CC1 | 41 | 10
COc1ccc(C=O)cc1CSc1nnc(COc2cccc3cccnc23)o1 | -18 | 21
O=C1C=C(Nc2ccc(Cl)cc2)CC(c2ccco2)C1 (centres undefined) | u | x
Cc1cnc(NC(=O)CSc2nnc(-c3ccccc3)o2)s1 | u | x
COc1ccc(Nc2cc(C(=O)NCCCN3CCN(C)CC3)c3ccccc3n2)cc1 | -10 | 41
c1ccc(COn2nnc3ccccc32)c(COn2nnc3ccccc32)c1 | 48 | 9.6
C=CCn1c(-c2csc(-c3ccccc3)n2)n[nH]c1=S | -23 | 38
Nc1nc(CN2CCN(c3ccccn3)CC2)nc(Nc2ccc(Cl)cc2)n1 | -64 | 59
CCn1c(NC(C)=O)nc2ccccc21 | -38 | 27
Cc1ccc(S(=O)(=O)N(CCC(=O)O)Cc2ccc(Cl)cc2)cc1 | -12 | 22
O=C(NCC(F)(F)F)Nc1nnc(C(F)(F)F)s1 | 2 | 35
